Bioassay records as filed in PubChem BioAssay.
Arrestin-AP2 inh – blocks beta-arrestin peptide binding to AP2 adaptin; 340,000 tested, 0.31% active; AID 504490; FITC-arrestin peptide / GST-AP2 beads, flow cytometry; AP2 beta2 appendage carries R879A mutation; inhibition, % at 10 µM;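 active = inhibition above a set limit, near 3 SD of compounds lacking own fluorescence, cut at about 54% in these data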;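 also: plate controls were DMSO wells for no effect and 5 µM unlabelled arrestin peptide for full effect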
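Material – AP2 appendage R879A on GSH beads · Buffer or medium – PBS with 0.05% Tween 20 and 0.1% BSA · Probe or stimulus – fluorescein-tagged arrestin peptide at 50 nM final · Incubation – compound with beads 12 min RT, then probe 1 h RT · Detection – high-throughput flow cytometry of beads, ex 488, em 535 nm · Evaluation – percent response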
PfHsp90 yeast 2 – reduces growth (ATP signal) of yeast expressing P. falciparum Hsp90. S. cerevisiae expressing PfHsp90, BacTiter-Glo ATP, 48 h; yeast lacking PDR1 and PDR3 efflux regulators. inhibition, % at 9.4 µM. 310,000 tested, 0.32% active. AID 504621;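 active = every replicate shows inhibition above about 80%, whatever the replicate mean, limit read from the data; inconclusive = mean inhibition reaches the set limit but some replicate falls short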;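 also: 0% = DMSO neutral controls and 100% = 20 µM radicicol positive controls; yeast relying on Plasmodium falciparum Hsp90 in place of its own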
Ecoli viability – counter-screen for AddAB inhibitors: E. coli growth inhibition; E. coli V3065 growth, OD600 absorbance, 18 h; inhibition, % at 11.9 µM; 330,000 tested, 0.27% active; AID 449728;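 active = inhibition above the campaign's mean inhibition across all tested compounds plus 3 SD, cut at about 9.9% in these data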;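 also: uninfected addAB+ strain grown without phage in ampicillin broth; 0% = DMSO wells and 100% = ciprofloxacin 0.95 µg/ml wells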
Tat export inh – blocks Tat-dependent protein export in E. coli. E. coli MC4100 TorA-mCherry Tat export, fluorescence. inhibition, % at 10 µM. 340,000 tested, 0.036% active. AID 488895;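 active = mean replicate inhibition at least 50% and at least half of replicates individually reaching 50%; inconclusive = only one of the two criteria met; inactive = neither criterion met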;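 also: exported cargo escapes ClpAP degradation while cytoplasmic cargo is degraded and loses fluorescence; 0% = median of neutral control wells and 100% = median of NaSCN control wells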
AddAB inh – less growth of phage-infected E. coli with AddAB; E. coli expressing H. pylori AddAB, absorbance growth; inhibition, % at 11.9 µM; 330,000 tested, 0.29% active; AID 435030; in the data active = inhibition above about 12%;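 also: 0% = vehicle wells of infected cells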
SUMO Mot1 rescue – SUMOylation pathway inhibition by Mot1-301 growth rescue. S. cerevisiae Mot1-301 growth rescue, ATP luminescence, 38.5C; percent above DMSO median, 100 means doubled. growth rescue, % at 18.8 µM. 320,000 tested, 1% active;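 active = every valid replicate shows activation above 250% relative to neutral control wells; inactive = the rest, any valid replicate at or below 250%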;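 also: OY570 slx delta 5 strain wells were the positive control but not used for scaling; some compounds called inactive have numbers as strong as hits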
OPRM1-OPRD1 ag – OPRM1-OPRD1 heterodimerization agonism; cells, luminescence; 340,000 tested, 0.3% active; activation, % at 9.3 µM; AID 504326; in the data active = activation above about 18%;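 also: 0% = vehicle-treated cells and 100% = reference agonist; values of inactives mirror those of a sister screen read the other way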
Target sequence (P35372 whole entry, looked up): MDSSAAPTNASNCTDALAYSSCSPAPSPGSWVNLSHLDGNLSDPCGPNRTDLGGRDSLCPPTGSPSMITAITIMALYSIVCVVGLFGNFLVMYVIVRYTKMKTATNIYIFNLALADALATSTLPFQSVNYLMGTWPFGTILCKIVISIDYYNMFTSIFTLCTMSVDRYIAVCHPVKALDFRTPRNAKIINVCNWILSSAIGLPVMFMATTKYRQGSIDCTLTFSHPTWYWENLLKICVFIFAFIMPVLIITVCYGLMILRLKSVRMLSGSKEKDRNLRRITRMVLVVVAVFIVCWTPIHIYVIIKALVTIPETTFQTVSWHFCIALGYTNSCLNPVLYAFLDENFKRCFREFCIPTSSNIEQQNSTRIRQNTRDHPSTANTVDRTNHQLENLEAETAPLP
Target sequence (P41143 whole entry, looked up): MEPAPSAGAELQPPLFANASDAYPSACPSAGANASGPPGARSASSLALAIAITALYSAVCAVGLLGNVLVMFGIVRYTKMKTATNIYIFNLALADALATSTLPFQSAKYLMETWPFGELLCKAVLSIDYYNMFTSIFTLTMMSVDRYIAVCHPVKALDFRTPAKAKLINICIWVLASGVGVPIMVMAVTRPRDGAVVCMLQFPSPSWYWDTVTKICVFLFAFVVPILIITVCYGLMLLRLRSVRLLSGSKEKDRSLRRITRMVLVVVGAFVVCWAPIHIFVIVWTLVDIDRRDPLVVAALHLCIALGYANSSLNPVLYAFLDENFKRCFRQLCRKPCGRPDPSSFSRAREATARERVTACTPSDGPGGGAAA
PKA-R1A activ – activators of PKA-R1A complex. P00514+P68181. PKA-R1A dissociation, Cy5-IP20 fluorescence polarization; scaled: DMSO 0%, 113 µM cGMP 100%. activation, % at 11.4 µM. 340,000 tested, 0.083% active. AID 504707;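 active = percent activation above the mean of all tested compounds plus 3 SD, cut at about 19% in these data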;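 also: higher means more PKAc released from R1A so a rise in polarization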
phage Ecoli inh – E. coli growth loss with phage present; growth absorbance; inhibition, % at 11.9 µM; 360,000 tested, 0.26% active; in the data active = inhibition above about 11%
MOR-DOR inv ag – inverse agonists of human mu-delta opioid receptor heterodimerization. cell-based MOR-DOR heterodimer luminescence, inverse agonism. AID 504357. 340,000 tested, 0.21% active. P35372+P41143. inhibition, % at 9.3 µM; in the data active = inhibition above about 22%, passing the limit was not always enough;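 also: 0% = cells with DMSO and 100% = wells without cells with DMSO; values of inactives mirror those of a sister screen read the other way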
Pemphigus Ab inh – blocks pemphigus antibody binding to human desmoglein-3 | P32926 | DSG3-coupled beads, scFv-anti-DSG3-GFP binding, flow cytometry; active compounds read low | binding (percent of control), % at 10 µM | 310,000 tested, 0.48% active;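 active = binding more than 3 SD below its plate's average and above zero; inconclusive = below that plate limit but binding exactly zero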;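 also: hits lower antibody fragment binding to DSG3; some compounds called inactive have numbers as strong as hits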
The depositor's hits bear a star; ? = inconclusive; · = not tested or not shown.

Molecule | Arrestin-AP2 inh | PfHsp90 yeast 2 | Ecoli viability | Tat export inh | AddAB inh | SUMO Mot1 rescue | OPRM1-OPRD1 ag | PKA-R1A activ | phage Ecoli inh | MOR-DOR inv ag | Pemphigus Ab inh
Cc1cccc(CSc2ccc3nnc(-c4cccs4)n3n2)c1 | 2 | · | -2.2 | -1 | -1.1 | 2 | 0.4 | 1 | 3.6 | -3 | 82
Cc1cc(C(=O)CSc2nc3ccccc3[nH]2)c(C)n1C | -7 | 17 | 1.6 | 4 | 0.1 | 2 | 0.8 | 0 | 1.4 | -5 | 100
Cc1ccc(NC(=O)C2=C(C(=O)O)CCCC2)cc1Br | -5 | -16 | 1.7 | -9 | 3.5 | 4 | -1.6 | -4 | 1.4 | 8 | 117
CSc1ccccc1C(=O)Nc1cccc([N+](=O)[O-])c1 | 11 | · | -2.0 | 5 | 1.2 | 26 | -3.4 | 4 | 2.8 | 16 | 112
CC(C)NC(=O)CN(Cc1ccccc1)S(=O)(=O)c1ccccc1 | -2 | -80 | -0.5 | -4 | 0.9 | 29 | 0.8 | -9 | 1.6 | -5 | 101
CC(C)(C)c1ccc(OCC(O)CS(=O)(=O)c2ccccn2)cc1 (stereo unspecified) | 11 | 17 | 0.6 | ? | 0.3 | 340 | 2.9 | 6 | 2.9 | -16 | 102
COc1ccc(S(=O)(=O)Nc2ccc3c(c2)CCC3)cc1 | 17 | -12 | -1.3 | -5 | 3.4 | 0 | 0.1 | -2 | 2.4 | 0 | 73
COc1ccc(NC(=O)Nc2cc(F)ccc2C)cc1 | 16 | 9 | 0.8 | -21 | 4.9 | -2 | -0.7 | 0 | 2.7 | 4 | 94
CC(C)(C)[C@H]1C=C(C(=O)Nc2ccccc2)O[C@@H](OCCCCO)C1 | -8 | -7 | -0.7 | 8 | 4.4 | -5 | -1.7 | 0 | -1.9 | 10 | 98
O=C1C=C(NCc2ccco2)C2(CCCCC2)O1 | -4 | 8 | -1.0 | -6 | -0.2 | · | -2.4 | -1 | 1.4 | 14 | 105
Nn1c(-c2ccccc2)nc2ccccc2c1=O | 6 | 5 | 1.1 | -9 | 0.0 | 83 | -1.4 | -3 | 0.5 | 6 | ·
O=C(Nc1ncn[nH]1)c1ccc(Cl)c(S(=O)(=O)Nc2ccc(Cl)cc2)c1 | 2 | 6 | -0.8 | -11 | 1.8 | -3 | -1.7 | -17 | -0.2 | 9 | 92
O=C(C(NS(=O)(=O)c1cccs1)c1ccccc1)N1CCN(c2ccccc2F)CC1 (stereo unspecified) | 19 | -1 | -0.7 | 3 | 0.4 | -7 | 1.7 | -1 | 0.8 | -11 | 102
Cc1[nH]c(=O)[nH]c(=O)c1CSc1nnc(CCCCCNC(=O)OC(C)(C)C)o1 | 3 | 5 | 0.2 | -5 | 1.5 | -19 | -3.2 | -3 | 1.3 | 14 | 101
Nc1ncc(Br)cc1S(=O)(=O)NC1CCCCC1 | -7 | -15 | 0.1 | 0 | -0.1 | 9 | 3.0 | -3 | -1.8 | -16 | 104
NC(=O)COc1ccc(C(=O)/C=C2/C(=O)Nc3ccccc32)cc1 | 11 | 5 | -2.1 | -8 | 0.5 | 1 | -1.2 | -5 | 1.2 | 7 | 108
O=C(Nc1ccc(F)cc1)C1CCN(c2ncnc3c2nc2n3CCCCC2)CC1 | 1 | -11 | -2.3 | 2 | 0.8 | 0 | 2.1 | 3 | -0.5 | -11 | ·
CCOC(=O)n1c(=O)n(Cc2ccccc2)c2ccccc21 | -5 | 21 | 1.8 | -2 | 2.7 | -10 | -2.1 | 3 | 1.7 | 11 | 104
Cc1cccc(C(=O)OCC(=O)NCCCc2ccccc2)c1 | 4 | -19 | -0.5 | -11 | 0.8 | 9 | · | · | 3.8 | · | 96
COc1ccccc1OCCCCNC(C)(C)C | 19 | 16 | 0.7 | -6 | 2.1 | 84 | -1.5 | -1 | 1.2 | 9 | 106
COc1cccc(/C=C2\SC(=S)N(NC(=O)c3ccncc3)C2=O)c1 | -1 | -13 | -0.1 | -2 | -0.2 | · | -2.5 | 0 | 1.6 | 13 | 101
CC/C(=C/c1sc2ccccc2[n+]1CC)SC | 9 | -9 | 0.3 | 4 | 0.1 | 6 | -2.6 | 0 | 1.6 | 14 | 121
CCN1CCN(C(=O)CCS(=O)(=O)c2cc3c(cc2Cl)NC(=O)CO3)CC1 | 6 | -21 | 1.9 | -1 | 5.3 | -1 | -0.4 | 5 | 1.8 | 2 | 107
COc1ccc(N2CCC(CNC(=S)Nc3c(C)cc(C)cc3C)C2)cc1 (stereo unspecified) | -6 | -26 | -0.7 | -9 | -2.0 | -2 | 0.5 | -3 | -1.4 | -3 | 95
CCCCCCOC(=O)c1ccc(N)cc1 | 14 | -9 | 0.7 | -5 | 2.7 | · | 6.4 | -10 | 3.9 | -32 | 88

2 entries picked at random from the list so far:
Molecule | Arrestin-AP2 inh | PfHsp90 yeast 2 | Ecoli viability | Tat export inh | AddAB inh | SUMO Mot1 rescue | OPRM1-OPRD1 ag | PKA-R1A activ | phage Ecoli inh | MOR-DOR inv ag | Pemphigus Ab inh
Cc1ccc(NC(=O)C2=C(C(=O)O)CCCC2)cc1Br | -5 | -16 | 1.7 | -9 | 3.5 | 4 | -1.6 | -4 | 1.4 | 8 | 117
COc1ccc(S(=O)(=O)Nc2ccc3c(c2)CCC3)cc1 | 17 | -12 | -1.3 | -5 | 3.4 | 0 | 0.1 | -2 | 2.4 | 0 | 73

New compounds follow
Molecule | Arrestin-AP2 inh | PfHsp90 yeast 2 | Ecoli viability | Tat export inh | AddAB inh | SUMO Mot1 rescue | OPRM1-OPRD1 ag | PKA-R1A activ | phage Ecoli inh | MOR-DOR inv ag | Pemphigus Ab inh
COC(=O)CCC(=O)COc1ccccc1C#N | 41 | -18 | -1.8 | -2 | 1.3 | 12 | 1.1 | -8 | 2.8 | -6 | 101
O=C(CCc1nc2ccccc2[nH]1)N1CCc2ccccc2C1 | -8 | 10 | 1.0 | -11 | 0.3 | -17 | -2.3 | 1 | 2.7 | 13 | 97
COc1cc2c(cc1NS(=O)(=O)N1CCCC1)oc1ccccc12 | -4 | 14 | 0.6 | -6 | -0.5 | · | 0.7 | -13 | 2.2 | -4 | 105
CCOc1ccc(-c2cc(N)n(S(=O)(=O)c3ccc(OC)cc3)n2)cc1 | 8 | 20 | 2.5 | 4 | -0.6 | -1 | 1.9 | -4 | 3.8 | -11 | 105
CCCNC(=O)C1CCN(S(=O)(=O)c2cccc3nonc23)CC1 | 5 | 15 | 0.2 | 2 | -1.6 | 1 | -3.6 | 4 | 3.4 | 19 | 104
Cc1cc(C)c2cc(CN(CCN3CCCC3)C(=O)Nc3ccc(F)cc3)c(=O)[nH]c2c1 | 10 | 10 | -0.6 | -1 | 2.6 | · | 2.0 | -3 | -1.2 | -11 | 141
CCc1nc(SCC(=O)O)c(C#N)c2c1CCCC2 | -4 | 0 | 2.0 | -8 | 0.1 | 6 | -1.9 | 5 | 1.7 | 10 | 103
O=C(NCCc1c[nH]c2ccccc12)C(=O)NCC(c1ccco1)N1CCN(c2ccc(F)cc2)CC1 (stereo unspecified) | 8 | 10 | -0.2 | -11 | 1.2 | 17 | -0.1 | -7 | 2.9 | 1 | ·
COc1ccc2c(c1)CCc1c(C(=O)NCc3ccco3)noc1-2 | 7 | · | -0.3 | -5 | 1.6 | -11 | 0.1 | -3 | · | -1 | 101
O=C(Cc1ccccc1)NCCCNC(=O)Cc1ccccc1 | 9 | -1 | · | 2 | · | · | -0.9 | 5 | 3.5 | 5 | 120
CCOc1cc(C)c(S(=O)(=O)NC2CCCCC2)cc1C | -6 | -15 | 0.6 | 4 | 1.9 | 9 | 9.0 | -2 | 1.1 | -41 | ·
COCCN1Cc2cc3cc(C)ccc3nc2SC1=Nc1cccc(OC)c1 | 38 | -24 | 2.2 | 14 | 0.8 | -14 | -0.4 | -7 | 2.3 | 2 | 96
COc1cccc(C(=O)NCC2(c3ccc(OC)c(OC)c3)CCCC2)c1 | 2 | -8 | -0.3 | 8 | 3.4 | 109 | -1.5 | 5 | -0.3 | 7 | 128
O=C(NN1C(=O)c2ccccc2NC1c1ccccc1OCc1ccccc1)c1ccncc1 (stereo unspecified) | -7 | -2 | -1.3 | 5 | 1.4 | 568 | -0.1 | 8 | -0.5 | 0 | 108
O=C1NC(=Nc2ccccc2Cl)SC1(CO)CO | 1 | 8 | · | -1 | · | -14 | -0.4 | -15 | 2.2 | 2 | 91
Nc1nc(Sc2ccc(C(F)(F)F)cc2[N+](=O)[O-])n[nH]1 | 3 | -2 | -0.9 | -4 | 3.1 | -2 | -0.4 | 3 | 3.5 | 2 | 101
CC(C)OCCCN(CC(O)c1ccccc1)CC(O)c1ccccc1 (stereo unspecified) | 1 | 3 | -1.7 | -3 | -0.9 | -12 | -3.3 | 7 | 0.3 | 17 | ·
Cc1c(CC(=O)N[C@@H](C)C(=O)O)c(=O)oc2cc3c(cc12)CCC(C)(C)O3 | 4 | -11 | -3.0 | -12 | -2.4 | -16 | -2.4 | -1 | 2.5 | 12 | 105
Cn1c(N)c(C(=O)COC(=O)CNS(=O)(=O)c2cccc(Cl)c2)c(=O)n(C)c1=O | 24 | -4 | 1.1 | -2 | 5.3 | -1 | -0.4 | 5 | -0.6 | 2 | 129
Cc1cc(C(=O)N/N=C/c2ccc(-c3cccc(Cl)c3Cl)o2)n[nH]1 | -2 | 15 | 1.7 | -9 | 0.6 | 279 | -2.2 | -16 | 1.5 | 11 | 100
COc1ccc(-n2c(Cc3cc(=O)[nH]c(=O)[nH]3)nnc2SCC(=O)Nc2ccccc2)cc1 | 14 | · | -0.2 | -4 | 7.6 | -15 | 0.3 | -4 | 2.3 | -2 | 102
COc1ccc(CN2CCCCCC2)cc1 | 20 | -14 | -1.2 | 1 | 4.3 | 487* | -1.9 | -18 | -2.2 | 10 | 108
CCCn1nc(Oc2nc(NC(C)C)nc(N(C)C)n2)ccc1=O | 1 | 3 | -1.5 | 4 | 1.4 | 32 | -0.6 | 11 | 1.8 | 4 | 94
CN1OC[C@@H]2CN(Cc3ccc(Cl)cc3)[C@H](c3cccc(Br)c3)C[C@@H]21 | 21 | -82 | · | 17 | · | · | 0.6 | -1 | 1.9 | -3 | 98
Cc1cc2n(n1)C(c1ccc3c(c1)OCO3)Nc1c(C)cccc1-2 (stereo unspecified) | 19 | -9 | 2.0 | 3 | 0.8 | -4 | 2.6 | -9 | 3.6 | -13 | 102
Cc1cc(C(=O)COC(=O)C23CC4CC(CC(O)(C4)C2)C3)c(C)n1-c1c(C)n(C)n(-c2ccccc2)c1=O | -4 | 17 | 2.8 | -5 | -0.3 | -13 | -0.7 | -5 | 0.3 | 3 | 104
